GPR55 antagonists = GPR55 antagonists blocking LPI-driven arrestin recruitment, primary screen, imaging, U2OS, beta-arrestin-GFP, LPI agonist (AID 2013); U2OS GPR55 beta-arrestin-GFP translocation imaging, LPI antagonism; higher % means a stronger effect; inhibition, % at 10 µM, or IC50 in µM where a hit was titrated; hit rate 0.13% among 290,000;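 active means spots per cell inhibited over 60%, with over 100 cells counted and total cytoplasm intensity under 500,000; inconclusive means wells with under 100 cells, flagged as likely toxic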;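 further: U2OS cells stably carrying GPR55 and arrestin-GFP stimulated by 5 µM LPI near EC80; imaged beta-arrestin-GFP aggregate spots per cell after agonist stimulation; plate controls were LPI-stimulated DMSO wells for no effect and DMSO wells without LPI for full effect; some results filed as inactive read as strong as hits; confirmed hits need IC50 under 10 µM and bright autofluorescent wells are also inconclusive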
Myeloid diff MLP = compounds promoting myeloid differentiation. ER-HoxA9 myeloid progenitors, lysozyme-GFP differentiation, flow cytometry. calls only at 10 µM. hit rate 1% among 360,000. AID 624256;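 active means normalized GFP-positive differentiation at or above the plate's own cutoff, the solvent-only control mean plus 3 SD; inconclusive means no clear call, values can overlap the other calls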;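 further: cells exposed to compound for four days before flow analysis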
NOD1 NF-kB reporter = NOD1 signaling inhibitors, primary screen, cell-based, luminescence, uHTS (AID 1578) | hit rate 1% among 290,000 | one-dose inhibition, % at 4 µM; EC50 in µM for titrated hits | NOD1-driven NF-kB luciferase reporter cells, luminescence; higher % means a stronger effect; in the data active means inhibition mostly above about 36%, no sharp cut-off; inactive means mostly below about 34%;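 further: HEK-293T reporter cells stimulated with the NOD1 agonist gamma-tri-DAP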
GPR35 antagonists = GPR35 antagonists blocking zaprinast-driven arrestin recruitment, primary screen, imaging, U2OS, beta-arrestin-GFP, zaprinast agonist (AID 2058) | one-dose inhibition, % at 10 µM; IC50 in µM for titrated hits | hit rate 0.052% among 290,000 | U2OS GPR35 beta-arrestin-GFP translocation imaging, zaprinast antagonism; higher % means a stronger effect;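 active means inhibition of at least 50% with at least 30 cells and total cytoplasm GFP at most 10,000,000; inconclusive means under 30 cells or total GFP of 10,000,000 plus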
KOR beta-arrestin-1 = KOR antagonists, beta-arrestin recruitment, cell-based, luminescence, uHTS (AID 1778); KOR beta-arrestin recruitment, luminescence, antagonist mode; higher % means a stronger effect; one-dose inhibition, % at 10 µM; IC50 in µM for titrated hits; hit rate 0.091% among 290,000; further: strong numbers were not always called active
KOR beta-arrestin-2 = kappa opioid receptor activators – cell-based, luminescence, uHTS, primary screen (AID 1777); KOR beta-arrestin recruitment, luminescence; higher % means a stronger effect; one-dose activation, % at 10 µM; EC50 in µM for titrated hits; hit rate 0.02% among 280,000; in the data active means activation above about 50%, passing the limit was not always enough; further: a part of the inactive calls stands beside numbers as strong as those of hits
GPR55 activation = GPR55 agonists via beta-arrestin recruitment, primary screen, imaging, U2OS cells, beta-arrestin-GFP redistribution (AID 1961). U2OS GPR55 beta-arrestin-GFP redistribution imaging; higher % means a stronger effect. activation, % at 10 µM; hits with a dose series show EC50 in µM. hit rate 0.048% among 290,000;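 active means activation above 40% with more than 50 cells counted in the well; inconclusive means wells holding fewer than 50 cells, flagged as toxic or sparse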;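 further: U2OS osteosarcoma cells stably expressing GPR55 and beta-arrestin-GFP; plate controls were DMSO negative control for no effect and LPI positive control for full effect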
HIV peptide binding = inhibitors of HIV fusion peptide binding, primary screen, biochemical, uHTS, fluorescence dequenching (AID 1986); inhibition, % at 20 µM, or IC50 in µM where a hit was titrated; cell-free peptide binding, fluorescence dequenching, 30 min; higher % means a stronger effect; hit rate 0.3% among 290,000; in the data active means inhibition mostly above about 52%, no sharp cut-off; inactive means mostly below about 76%; further: some results filed as inactive read as strong as hits
HEK293 NOD2/NF-kB = NOD2 signaling inhibitors, cell-based, luminescence, uHTS, HEK293 (AID 1566). HEK293 NOD2/NF-kB luciferase reporter, luminescence; higher % means a stronger effect. inhibition, % at 4 µM, or EC50 in µM where a hit was titrated. hit rate 0.63% among 290,000; further: many of its hits are not listed in these tables
Myeloid diff MLP GFP+ MAC1+ % = recorded beside Myeloid diff MLP, whose call it bears; GFP+ MAC1+ double positive, %; measured here: differentiation confirmed by MAC1 staining
Numbers without * were called inactive; i = inactive; ? = inconclusive; · = no result given; [ ] = remark or other dose. Unless noted, no stated cut-off is given here; in the data, active means inhibition above about 50%; inactive means the rest. A portion of the library; rates above refer to the full screens.

compound	GPR35 antagonists	NOD1 NF-kB reporter	GPR55 antagonists	HIV peptide binding	KOR beta-arrestin-2	Myeloid diff MLP	KOR beta-arrestin-1	GPR55 activation	Myeloid diff MLP GFP+ MAC1+ %	HEK293 NOD2/NF-kB
CCOc1ccc(NC(=O)CN2CCC(n3cnc4cc(F)ccc43)CC2)cc1	-4%	-17%	0%	-1.0%	-3.6%	i	18%	0.5%	0.2	2%
CC(C)CC(=O)NC(c1cccs1)c1ccc2cccnc2c1O (centres undefined)	2%	-48%	9%	1.0%	·	?	11%[20 µM]	0.5%	·	17%
COC(=O)c1ccc(CN2CCCC(CNC(=O)Cc3ccc(OC)cc3)C2)cc1 (centres undefined)	14%	16%	18%	-1.1%	-2.9%	i	18%[20 µM]	-0.3%	0.1	-24%
CCNS(=O)(=O)c1ccc(CCC(=O)N2CCC(C)CC2)cc1	-2%	-25%	14%	1.0%	2.3%	i	-8%[20 µM]	-0.1%	0.6	12%
Cc1ccc(OCC(=O)NCCO)cc1C	8%	-16%	-15%	1.2%	3.9%	i	-8%	0.3%	8.1	-10%
O=S(=O)(/N=C(\Sc1ccccc1)c1ccccc1)c1ccc(Cl)cc1	0%	1%	6%	-3.1%	4.4%	i	-16%	-0.1%	9.6	15%
CCN(CC)c1ccc(NC(=O)c2ccc(Br)o2)cc1	6%	-91%	1%	0.1%	-0.9%	i	9%	-0.2%	0.4	-86%
CCOc1ccc(CN2CCNC(=O)C2CC(=O)NCc2csc(C(C)C)n2)cc1 (centres undefined)	3%	-8%	9%	3.3%	-2.4%	?	-4%	-0.2%	·	-4%
CCOC(=O)c1c(C)c(C(=O)NCc2cccnc2)c(C)n1CC	-7%	58%	2%	2.0%	2.4%	i	11%	0.2%	0.6	-3%
Nc1cc(=O)[nH]c(SCC(=O)Nc2ccc(S(=O)(=O)N3CCOCC3)cc2)n1	-4%	12%	17%	5.8%	-1.4%	i	-9%	-0.2%	3.9	6%
CCOc1cc(CNc2ccc(N3CCCCC3)cc2)cc(Br)c1OCC(=O)NC(C)(C)C	-8%	-20%	1%	2.5%	2.6%	i	·	0.3%	0.6	-3%
CCc1c(C)nc2ncnn2c1N1CCC(C(=O)Nc2ccccc2)CC1	12%	-10%	7%	0.3%	-0.8%	i	-11%	-0.2%	4.4	-4%
Nc1oc2ccccc2c(=O)c1-c1ccc2c(c1)OCO2	6%	8%	11%	-1.3%	-3.4%	i	-3%	-0.1%	0.4	-7%
O=C(NCc1ccccc1Cl)C(=O)NCC(c1ccco1)N1CCOCC1 (centres undefined)	-7%	-47%	9%	0.4%	0.3%	i	-20%	0.1%	0.1	-8%
Cc1c(Cl)cccc1NC(=O)CNC(=O)c1ccc(F)cc1	-11%	-15%	-20%	-0.3%	3.1%	i	28%	0.2%	0.9	16%
Cc1ccc(OCC(O)CN2CCN(c3ccccc3)CC2)cc1 (centres undefined)	-1%	1%	2%	3.0%	20%	i	6%	-0.2%	0.7	-7%
Cc1onc(-c2ccccc2)c1-c1ccnn1C(=O)NC(C)C	2%	10%	2%	-1.1%	5.3%	i	-4%	0.5%	0.8	4%
CS(=O)(=O)N(CC(=O)N1CCCC1)c1ccc(OCc2ccccc2)cc1	-2%	6%	-4%	-2.0%	-0.1%	i	-33%	-0.1%	5.5	0%
C=CCN(c1ccccc1)S(=O)(=O)c1ccc(Cl)c(C(=O)OCC(=O)N(C)C2CCS(=O)(=O)C2)c1 (centres undefined)	-12%	-31%	10%	-1.8%	-3.5%	i	5%	0.4%	0.4	-3%
COC(=O)c1cccc(N2C(=O)c3cccnc3C2=O)c1	2%	3%	-1%	-2.9%	-9.1%	i	-36%	-0.2%	0.7	14%
COc1ccc(C2CC(c3cccs3)=NN2C(=O)CN2CCCCC2)cc1 (centres undefined)	-2%	-34%	3%	0.8%	-4.5%	i	5%	0.8%	0.3	0%
COc1ccc(N(CC(=O)NCCSC2CCCCC2)S(C)(=O)=O)c(OC)c1	6%	12%	-3%	-2.8%	2.1%	i	-1%	-0.1%	0.5	-8%
O=C(CSc1nc2c([nH]c3ccccc32)c(=O)n1-c1cccc(Cl)c1)N1CCOCC1	-11%	21%	9%	2.7%	-0.4%	i	16%	0.0%	2.5	6%
C=CCn1c(-c2sc(-c3ccccc3)nc2C)n[nH]c1=S	0%	-34%	0%	-1.1%	1.0%	i	5%	-0.3%	0.5	12%
O=C(NC1CCCCC1)c1ccc2c(=O)n(CC3CCCO3)c(=O)[nH]c2c1 (centres undefined)	2%	-19%	14%	1.9%	3.7%	i	-36%	-0.1%	1.1	2%
Cc1cc(NC(=O)c2ccc(F)cc2)no1	11%	4%	1%	0.4%	-1.6%	i	-26%[20 µM]	-0.2%	0.5	-6%
Cc1nnc2n1N=CC=C(C(C)(C)C)S2	-11%	14%	11%	9.0%	0.3%	i	8%	0.0%	1.2	6%
CC(Cc1cccnc1)NC(=O)CCc1nnc(-c2ccccc2)o1 (centres undefined)	5%	-31%	3%	2.4%	4.4%	i	1%[20 µM]	-0.1%	0.3	6%
CSc1ccc(/C=N/NC(=O)c2ccc(O)cc2)cc1	-10%	-14%	13%	0.8%	-2.5%	i	-22%	0.1%	0.0	-32%
CC(=O)N1CCN(C(=S)c2ccc(-c3ccc(Cl)cc3)o2)CC1	2%	-36%	14%	17%	-0.6%	i	-30%	-0.1%	1.4	-18%
Cc1cc(=O)oc2cc(OC(C)C(=O)NC3CCN(Cc4ccccc4)CC3)ccc12 (centres undefined)	-6%	-16%	11%	0.6%	-7.0%	i	7%	0.1%	0.5	-3%
O=C(O)CN1C(=O)NC2NC(=O)NC21 (centres undefined)	-1%	-12%	4%	0.4%	4.5%	i	-36%	-0.1%	6.9	10%
Clc1ccc(Sc2ccccn2)cc1	12%	-8%	5%	-0.3%	0.3%	i	-24%[20 µM]	-0.1%	0.5	-8%
O=c1[nH]cnc2c1sc(=S)n2-c1ccccc1	-10%	-15%	-3%	3.2%	-8.1%	i	45%	-0.1%	1.5	9%
CC(=O)Nc1ccc2c(c1)nc(CN1CCCC1)n2C	-4%	17%	-10%	0.7%	8.3%	i	-46%	0.0%	5.8	8%
CC1CCN(C(=O)c2ccc(NS(=O)(=O)c3cccs3)cc2)CC1	-2%	-14%	1%	-0.5%	-0.7%	i	-9%	-0.1%	0.3	6%
CCCN1CCN(C(=O)c2oc3ccccc3c2NC(=O)COc2ccc(OC)cc2)CC1	4%	-1%	18%	0.7%	1.0%	i	15%	0.3%	2.5	14%
CC1CCC(C(C)C)C(OC(=O)CSc2nc(N)cc(=O)[nH]2)C1 (centres undefined)	-4%	11%	-4%	0.8%	4.7%	i	-9%	0.2%	7.4	20%
CC(C)CN(C(=O)c1nn(C)c(=O)c2ccccc12)c1nc2ccccc2s1	-14%	20%	10%	-3.1%	-9.3%	i	-15%	0.2%	0.6	5%
O=S(=O)(CCc1ccccc1)/N=C/c1cccs1	-13%	-1%	7%	0.2%	2.2%	i	17%	0.1%	1.3	6%
CSc1ccc(/C=C/C(=O)Nc2ccccc2)cc1	1%	8%	-2%	2.9%	3.0%	i	-20%	0.5%	0.5	-142%
COc1c(Cl)cc(Cl)cc1C(=O)Nc1ccc(NC(C)=O)cc1	9%	-18%	9%	-1.2%	·	i	-5%[20 µM]	-0.1%	0.5	29%
O=S(=O)(Nc1ccc(N=Nc2ccc(O)c3ccccc23)cc1)c1ccccc1	70%*	13%	-10%	14%	-1.6%	i	-3%	0.5%	0.5	-21%
Cc1ccc(NC(=O)CC2S/C(=N/N=C/c3c[nH]c4ccccc34)NC2=O)cc1 (centres undefined)	9%	-36%	8%	1.1%	-4.8%	i	-27%	0.2%	1.0	6%
CCOC(=O)N1CCC(NC(=O)c2cc(C(=O)Nc3cccc(C(F)(F)F)c3)ccc2CO)CC1	12%	-6%	4%	1.8%	-2.1%	i	14%	0.0%	0.6	13%
N=c1c(C(=O)NCC2CCCO2)cc2c(=O)n3ccccc3nc2n1Cc1ccc(F)cc1 (centres undefined)	-8%	-10%	10%	-1.7%	2.8%	i	-31%	0.3%	9.2	9%
Cc1nc2ccc(NC(=O)CCS(=O)(=O)c3ccc(Cl)cc3)cc2s1	5%	-7%	9%	-1.8%	1.5%	i	-22%	0.0%	1.5	22%
O=C(Oc1ccccc1)c1ccc(-n2cnnn2)cc1	-2%	-10%	7%	1.8%	9.1%	i	-13%	0.3%	0.8	17%
CC(C)CCCC(C)NS(=O)(=O)Cc1ccccc1 (centres undefined)	24%	23%	6%	-1.0%	-5.9%	i	-4%	0.0%	2.5	0%
O=C(NCN1C(=O)C2C3C=CC(C3)C2C1=O)Nc1ccccn1 (centres undefined)	-10%	17%	-13%	-0.1%	11%	?	-24%	-0.5%	·	2%
CCOc1ccc(/C=N/OCC(=O)NC(c2ccccc2)c2ccccc2)cc1	-15%	2%	-14%	-0.6%	-1.0%	i	-9%	0.3%	0.5	6%
COc1ccc(S(=O)(=O)NCC(=O)N(CC(=O)NCC2CCCO2)c2ccccc2C)cc1 (centres undefined)	-2%	-27%	-4%	1.7%	0.9%	i	-14%	-0.2%	0.3	-10%
N#Cc1cccc(C(c2nnnn2CCc2ccccc2)N2CCN(C3CCCCC3)CC2)c1 (centres undefined)	15%	-15%	14%	2.3%	-8.6%	i	-31%	-0.2%	3.8	2%
Cc1cccc(NC(=O)C(=O)NCC2CCCO2)c1 (centres undefined)	17%	-47%	2%	-0.5%	1.0%	i	6%[20 µM]	-0.3%	0.2	-44%
O=C(CCC1CCCC1)N1CCN(C(=O)c2cccnc2)CC1	-6%	3%	-16%	-0.2%	1.8%	i	1%	0.2%	1.6	-15%
CCC(CC)NC(=O)c1ccc(NS(=O)(=O)c2ccc3[nH]c(=O)[nH]c3c2)cc1	-6%	-26%	-2%	-0.1%	3.5%	i	-6%	0.0%	0.8	2%

From PubChem
